Source: PubChem (The Scripps Research Institute Molecular Screening Center)
M1 antag – human M1 muscarinic receptor antagonists, primary screen, CHO-K1 cells, Fluo-8 calcium fluorescence, 1536-well | Muscarinic acetylcholine receptor M1 (Homo sapiens), P11229 | CHO-K1 hM1, ACh EC80 antagonist | inhibition, % at 3 µM | hit rate 1.3% among 360,000;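 active means percent inhibition above its own plate's cutoff, namely the mean of that plate's compound wells plus 3 SD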;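 further: peak over basal fluorescence ratio during 140 s after agonist addition; 0% = ACh EC80 plus DMSO and 100% = DMSO alone without agonist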
Target sequence (P11229 whole entry, looked up): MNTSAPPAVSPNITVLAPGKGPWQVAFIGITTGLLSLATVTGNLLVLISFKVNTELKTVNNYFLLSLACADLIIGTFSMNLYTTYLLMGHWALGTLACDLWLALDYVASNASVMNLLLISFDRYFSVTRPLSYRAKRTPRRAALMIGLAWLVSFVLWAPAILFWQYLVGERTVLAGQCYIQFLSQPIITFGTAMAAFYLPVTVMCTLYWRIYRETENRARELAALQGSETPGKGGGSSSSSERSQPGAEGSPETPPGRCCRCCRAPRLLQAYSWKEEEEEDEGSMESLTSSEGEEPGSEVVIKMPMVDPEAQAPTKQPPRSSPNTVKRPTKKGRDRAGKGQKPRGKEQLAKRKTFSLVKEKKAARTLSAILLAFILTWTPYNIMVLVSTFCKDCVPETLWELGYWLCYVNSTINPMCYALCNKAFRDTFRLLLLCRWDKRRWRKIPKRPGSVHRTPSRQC
OXTR potentiate – human OXTR potentiators, primary screen, fluorescence, CHO-OTR cells, Fluo-8 calcium; activation, % at 3 µM; hit rate 0.061% among 320,000; Oxytocin receptor (Homo sapiens), P30559; AID 2445, 2010; Fluo-8 calcium fluorescence, potentiator mode; 0% = oxytocin EC15, 100% = EC100;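 active means activation above that plate's cutoff, the mean activation of tested compounds plus 3 SD, cut at about 6.6% in these data, passing the limit was not always enough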;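 further: 100% uses oxytocin at 75 nM as the full agonist control; some results filed as inactive read as strong as hits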
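Material: human OTR in CHO cells. Compound: 3.0 µM, one dose. Timing: compound 6 min at room temperature before oxytocin, 100 s read. Evaluation: % activation of max/min ratio relative to oxytocin controls. Replication: single well per compound, singlicate. Signal: Fluo-8 calcium dye fluorescence.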
TAAR1 antagonist – human TAAR1 antagonists, primary screen, Fluo-8 calcium fluorescence, CHO RD-HGA16 cells; Trace amine-associated receptor 1 (Homo sapiens), Q96RJ0; antagonist; inhibition, % at 3 µM; hit rate 1.5% among 360,000;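 active means inhibition above a per-plate cutoff, the mean inhibition of test compounds on that plate plus 3 SD, cut at about 49% in these data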;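 further: 0% = DMSO plus EC80 beta-PEA response and 100% = DMSO alone without agonist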
Target sequence (Q96RJ0 whole entry, looked up): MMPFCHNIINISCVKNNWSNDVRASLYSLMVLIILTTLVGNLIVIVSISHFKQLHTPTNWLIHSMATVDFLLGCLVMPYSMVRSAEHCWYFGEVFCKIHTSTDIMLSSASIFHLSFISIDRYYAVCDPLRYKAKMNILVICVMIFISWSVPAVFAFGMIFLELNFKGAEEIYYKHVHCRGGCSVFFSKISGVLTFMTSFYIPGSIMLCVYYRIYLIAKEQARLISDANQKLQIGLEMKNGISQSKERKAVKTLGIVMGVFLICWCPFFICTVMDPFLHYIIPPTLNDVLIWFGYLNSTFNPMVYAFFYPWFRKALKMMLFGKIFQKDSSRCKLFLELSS
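Material: CHO RD-HGA16 cells bearing hTAAR1; compound dosing: one-point dosing, 3 µM nominal final; schedule: dye loading 75 min at 37 °C, then 30 min room temperature; measured by: calcium fluorescence with Fluo-8; control set: vehicle and agonist controls; replication: n of 1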
TAAR1 ag – human TAAR1 agonists, primary screen, Fluo-8 calcium fluorescence, CHO RD-HGA16 cells. hit rate 0.99% among 360,000. activation, % at 3 µM. vehicle wells 0%, saturating PEA agonist 100%. AID 624467, 2012;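 active means activation above the mean activation of all test compounds in the run plus 3 SD, cut at about 38% in these data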
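test system = CHO RD-HGA16 cells carrying human TAAR1 plus Gα16 | schedule = 17-24 h seeding, 75 min 37 °C dye, 30 min RT | compound dosing = 3 µM single concentration | control set = DMSO and PEA EC100 | replicates = n 1 | signal = Fluo-8 fluorescence, 5 s baseline then 140 s kinetic read | measure = percent activation vs PEA EC100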
CHO parental Ca – ATP-evoked calcium signal inhibitors, parental CHO, primary screen, counter-screen for OX1R antagonist project, cell-based, fluorescence, Fluo-8 calcium dye; inhibition, % at 5.6 µM; parental CHO-K1, ATP-induced calcium, Fluo-8 fluorescence; hit rate 0.63% among 330,000;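 active means inhibition above that plate's mean sample inhibition plus 3 SD, cut at about 26% in these data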;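 further: 0% = ATP-challenged DMSO wells and 100% = DMSO wells without ATP; some compounds past the cut are filed as inactive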
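Material – parental CHO cells · Reagent – ATP stimulus · Compound – single nominal dose of 5.6 µM per compound · Detection – Fluo-8 fluorescence · Read-out basis – percent inhibition of calcium signal · Controls – ATP-challenged DMSO wells low, unchallenged DMSO wells high · Repeats – no replicates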
V1aR counter – agonists of human V1a receptor, primary screen, counter-screen for OXTR agonist project, fluorescence, CHO-V1R cells; AID 2797, 2010; Vasopressin V1a receptor (Homo sapiens), P37288; hit rate 0.25% among 320,000; activation, % at 3 µM; Fluo-8 calcium fluorescence, agonist mode; 0% DMSO, 100% 3 nM vasopressin;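 active means activation above the mean activation of all tested compounds plus 3 SD, per screening run, cut at about 20% in these data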;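 further: signal is peak over basal fluorescence ratio across a 100 second FLIPR read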
CHRM1 agonist – human M1 muscarinic receptor agonists, primary screen, Fluo-8 calcium fluorescence, CHO-K1 cells, HTS; Muscarinic acetylcholine receptor M1 (Homo sapiens), P11229; activation, % at 3 µM; CHO-K1 hM1, agonist mode; 0% DMSO, 100% acetylcholine EC100; hit rate 0.33% among 360,000;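 active means activation above the run's mean compound activation plus 3 SD, cut at about 16% in these data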;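 further: peak over basal fluorescence ratio within a 140 s kinetic read after compound addition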
CHRM1 PAM – human M1 muscarinic receptor positive allosteric modulators, primary screen, CHO-K1 cells, Fluo-8 calcium fluorescence, 1536-well; activation, % at 3 µM; CHO-K1 hM1, ACh EC20; 0% = ACh EC20, 100% = maximal ACh; AID 588819, 2011; Muscarinic acetylcholine receptor M1 (Homo sapiens), P11229; hit rate 0.088% among 360,000; in the data active means activation above about 19%, passing the limit was not always enough
OXTR ag – human OXTR agonists, primary screen, fluorescence, CHO-OTR cells, Fluo-8 calcium; Fluo-8 calcium fluorescence; normalized: DMSO 0%, oxytocin 100%; activation, % at 3 µM; hit rate 0.32% among 320,000; Oxytocin receptor (Homo sapiens), P30559;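 active means activation above the mean of all tested compounds plus 3 SD, cutoff set per screening run, cut at about 20% in these data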;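 further: peak over basal fluorescence ratio from a 100 s FLIPR kinetic read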
An asterisk follows results filed as active; . = not tested or not shown. The order is random. Share with any hit: about 3.7%.

# | mol | M1 antag | OXTR potentiate | TAAR1 antagonist | TAAR1 ag | CHO parental Ca | V1aR counter | CHRM1 agonist | CHRM1 PAM | OXTR ag
1 | O=C(Nc1ccc(N2CCCC2)cc1)c1cccc(Cl)c1Cl | -15 | -3 | 5 | -1 | -6 | -0.4 | -6 | 2 | -1.5
2 | COc1ccccc1NC(=O)CSc1nnc(Cc2cccn2C)n1CCc1ccccc1 | 8 | -10 | 7 | 6 | -27 | 2.3 | -3 | -5 | 2.2
3 | COc1ccc(-c2csc3nc[nH]c(=O)c23)cc1 | -3 | -7 | 3 | 2 | -3 | 0.9 | -9 | 8 | -1.2
4 | Cn1cnc([N+](=O)[O-])c1S(=O)(=O)Oc1ccccc1 | 16 | . | 14 | 3 | . | . | -2 | -6 | .
5 | NC(=O)CN(N=Nc1cccc([N+](=O)[O-])c1)c1cccc([N+](=O)[O-])c1 | 10 | -16 | 9 | 4 | -4 | 6.8 | 1 | -8 | 5.9
6 | COc1ccc(N2CCN(C(CNC(=O)C3CCCCC3)c3ccco3)CC2)cc1 (stereo not drawn) | -3 | 2 | -15 | 0 | -22 | 0.3 | -7 | 4 | -0.6
7 | CCOCCCN(C)C1CCN(C(=O)c2oc3ccccc3c2NC(=O)COc2ccc(F)cc2)CC1 | -4 | -6 | 32 | 14 | -29 | 5.9 | -1 | 0 | 2.9
8 | O=[N+]([O-])c1ccc2c(c1)CO[C@@]21O[C@H](CCO)C[C@H](O)[C@H]1O | -16 | . | -21 | 2 | . | . | 4 | 13 | .
9 | Cc1ccc(NC(=O)CCCn2nc(C)c3c(C)n(-c4ccccc4)nc3c2=O)cc1C | -10 | 1 | -15 | 1 | 5 | -0.2 | -5 | 4 | 0.1
10 | CN1C(=O)C2(N=c3ccccc3=N2)c2ccccc21 | -1 | 6 | . | . | -10 | -0.6 | -5 | 7 | -0.6
11 | O=C(CNC(=O)c1ccccc1)Oc1cccc(Cl)c1 | -10 | 2 | 0 | 0 | -10 | 1.2 | -2 | 6 | 1.5
12 | O=C(O)c1cccc2c1C(=O)c1ccccc1-2 | -2 | -1 | -19 | 1 | -7 | 0.5 | -3 | 9 | -1.2
13 | CCOC(=O)C1C(=O)NC(C)C1c1ccccc1 (stereo not drawn) | 4 | -4 | -1 | 7 | -16 | 2.0 | -2 | 2 | -0.3
14 | O=C(/C=C/c1ccccc1)NCCSc1ccc(Cl)cc1 | 23 | -4 | 2 | 3 | -21 | 3.3 | -3 | -8 | -1.5
15 | CCCCOC(=O)c1ccc(O)cc1 | 9 | -5 | 7 | 6 | 1 | 1.3 | -6 | -3 | -0.3
16 | O=C1C2CCCN2C(c2cccc(F)c2)N1c1cccc(Cl)c1 (stereo not drawn) | -1 | 6 | -3 | 0 | -9 | -1.3 | -4 | 2 | -1.6
17 | COc1cc(NS(=O)(=O)c2c(C(=O)N3CCOCC3)c(C)n(C)c2C)cc(OC)c1OC | -13 | -9 | -8 | 1 | -1 | -0.2 | -3 | 7 | -0.3
18 | Cc1nnc(N(C)C(=O)c2cccnc2)s1 | -7 | -8 | -2 | 6 | -3 | 1.0 | -1 | 9 | 0.5
19 | O=C(C1=C[C@H](C2CC2)C[C@H](OCc2ccc(CO)cc2)O1)N1CCOCC1 | -11 | -14 | -5 | 8 | -3 | 0.6 | 0 | 10 | -0.3
20 | CCN1C(=O)C(CC(=O)Nc2ccc(Br)cc2)N(CCCc2ccccc2)C1=S (stereo not drawn) | 3 | -6 | 30 | 17 | 16 | 4.9 | 1 | 2 | 2.2
21 | COc1ccccc1NC(=O)Nc1nc(CC(=O)Nc2ccc(OC)c(OC)c2)cs1 | 8 | -7 | 49* | 13 | -29 | 0.4 | 9 | 6 | 0.1
22 | CCOc1ccccc1CNC(=O)c1ccc2nc(N3CCOCC3)sc2c1 | -3 | -6 | -19 | 2 | -11 | -0.1 | -5 | 2 | -1.8
23 | CC(C(=O)NCc1ccco1)n1cc(C(=O)c2ccco2)c2ccccc21 (stereo not drawn) | -7 | 1 | 20 | 2 | -32 | -0.3 | -4 | 4 | -2.1
24 | Cc1ccc(Nc2ncccc2C(=O)NCc2cccs2)c(C)c1 | 3 | -4 | 12 | 19 | -4 | 2.0 | -2 | 3 | 4.9
25 | COc1cc(/C=C(\C#N)c2nc3ccccc3o2)ccc1O | 40* | -32 | 51* | 58* | 23 | 24* | 35* | -15 | 30*

(further entries)
# | mol | M1 antag | OXTR potentiate | TAAR1 antagonist | TAAR1 ag | CHO parental Ca | V1aR counter | CHRM1 agonist | CHRM1 PAM | OXTR ag
26 | COc1ccc(C)cc1NC(=O)CCNS(=O)(=O)c1ccc2c(c1)CCC(=O)N2 | -4 | 1 | -20 | 1 | -9 | -0.8 | -4 | 7 | 0.6
27 | COc1ccc(C(CC(=O)c2ccccc2)CC(=O)c2ccccc2)cc1OC | 8 | -13 | 18 | 9 | -4 | 0.5 | -4 | -7 | -1.1
28 | C[C@@H](CO)NC(=O)c1ccc2c3n(nc2c1)-c1ccc(Cl)cc1CO3 | 6 | -12 | -10 | 3 | -7 | -0.2 | -7 | -6 | -0.5
29 | CC(C)(CNS(C)(=O)=O)SCc1ccc(Cl)cc1 | -4 | -11 | 7 | 1 | -21 | 1.6 | -4 | 9 | 1.5
30 | Cc1cc(C)c2c(N)c(C(=O)Nc3ccccc3Br)sc2n1 | -27 | -9 | -17 | 0 | -8 | 0.1 | 3 | 19 | -0.2
31 | COc1cc2c(c(OC)c1OC)CC(=O)N(C)CC2 | 17 | 1 | -24 | 6 | 10 | -0.9 | -7 | -21 | 0.2
32 | CC1CCc2c(C(=O)OCC(=O)Nc3cccc(S(=O)(=O)N4CCCCCC4)c3)csc2C1 (stereo not drawn) | 0 | -7 | -7 | 0 | -6 | 0.5 | -4 | 0 | 0.5
33 | COC(=O)c1cc(NC(=S)NCc2ccc(Cl)cc2)cc(C(=O)OC)c1 | 16 | -10 | 19 | 31 | -1 | 14 | 15 | -4 | 17
34 | NS(=O)(=O)c1ccc(NC(=O)COC(=O)c2cccc(S(=O)(=O)N3CCCC3)c2)cc1 | -9 | -3 | 7 | 1 | 0 | 1.2 | -5 | -2 | 2.0
35 | O=C(CN1C(=O)C(=O)N(C2CCCC2)C1=O)Nc1ccccc1OC(F)F | -12 | -5 | -7 | 3 | -10 | -0.1 | 11 | 15 | -0.7
36 | COc1cc(CN2CCN(C(c3ccccc3)c3ccccc3)CC2)cc(OC)c1OC | 96* | -2 | -43 | -1 | -27 | 0.1 | -9 | -30 | -2.1
37 | COc1ccc(OCCn2cc(/C(N)=N/O)c3ccccc32)cc1 | 6 | 1 | -5 | 5 | -16 | 2.0 | -1 | 0 | 2.6
38 | COC(=O)/C(=N/Nc1ccccc1Cl)Sc1nnc(C(O)c2ccccc2)n1-c1ccccc1 (stereo not drawn) | -13 | -9 | 7 | 4 | -19 | 0.9 | -5 | 9 | -0.6
39 | COc1ccc(F)cc1C(=O)COC(=O)c1n[nH]c(=O)c2ccccc12 | -1 | 3 | -15 | 4 | -8 | -0.1 | -1 | 14 | 0.5
40 | CCCn1nnnc1-c1ccc(Cl)cc1 | -10 | -4 | -2 | 4 | -12 | -0.4 | -8 | 7 | -0.6
41 | Cc1ccc(S(=O)(=O)NCCC(=O)OCC(=O)Nc2ccccc2Cl)cc1 | -5 | -14 | -10 | 3 | -15 | 5.2 | -1 | 7 | 2.5
42 | O=C(Nn1c(O)c(C=C2N=c3ccccc3=N2)sc1=S)c1ccc(Cl)cc1 | -7 | -7 | 13 | 12 | -8 | -0.3 | -1 | 4 | 0.2
43 | S=C(NCCc1ccncc1)Nc1cccc2ccccc12 | 5 | -1 | 15 | 5 | -3 | -0.4 | -4 | -7 | -0.4
44 | Cn1cc(-c2csc(C(C)(O)c3cccnc3)n2)cn1 (stereo not drawn) | -12 | . | -17 | 4 | . | . | -2 | 8 | .
45 | COc1ccc(CC(=O)Cc2ccc(OC)c(OC)c2)cc1OC | -13 | . | -16 | 2 | . | . | 1 | 2 | .
46 | O=C(COC(=O)CCS(=O)(=O)c1ccc(Cl)cc1)NCCc1ccc(Cl)cc1Cl | -9 | -7 | -5 | 0 | -14 | 6.3 | -6 | -4 | 3.0
47 | CNc1c([N+](=O)[O-])ncn1C | 4 | -4 | 3 | 11 | -1 | 0.6 | -2 | -2 | 0.8
48 | O=C(CSc1nncc(=O)[nH]1)Nc1cccc([N+](=O)[O-])c1 | -3 | 2 | -8 | 1 | -12 | 0.5 | 0 | 4 | 0.8

7 entries from above, sorted by molar mass, smallest number first:
# | mol | M1 antag | OXTR potentiate | TAAR1 antagonist | TAAR1 ag | CHO parental Ca | V1aR counter | CHRM1 agonist | CHRM1 PAM | OXTR ag
44 | Cn1cc(-c2csc(C(C)(O)c3cccnc3)n2)cn1 (stereo not drawn) | -12 | . | -17 | 4 | . | . | -2 | 8 | .
39 | COc1ccc(F)cc1C(=O)COC(=O)c1n[nH]c(=O)c2ccccc12 | -1 | 3 | -15 | 4 | -8 | -0.1 | -1 | 14 | 0.5
35 | O=C(CN1C(=O)C(=O)N(C2CCCC2)C1=O)Nc1ccccc1OC(F)F | -12 | -5 | -7 | 3 | -10 | -0.1 | 11 | 15 | -0.7
41 | Cc1ccc(S(=O)(=O)NCCC(=O)OCC(=O)Nc2ccccc2Cl)cc1 | -5 | -14 | -10 | 3 | -15 | 5.2 | -1 | 7 | 2.5
42 | O=C(Nn1c(O)c(C=C2N=c3ccccc3=N2)sc1=S)c1ccc(Cl)cc1 | -7 | -7 | 13 | 12 | -8 | -0.3 | -1 | 4 | 0.2
36 | COc1cc(CN2CCN(C(c3ccccc3)c3ccccc3)CC2)cc(OC)c1OC | 96* | -2 | -43 | -1 | -27 | 0.1 | -9 | -30 | -2.1
46 | O=C(COC(=O)CCS(=O)(=O)c1ccc(Cl)cc1)NCCc1ccc(Cl)cc1Cl | -9 | -7 | -5 | 0 | -14 | 6.3 | -6 | -4 | 3.0
